SENP8 block-1: inhibitors of human SENP8 protease; recombinant SENP8, Nedd8 substrate fluorescence; Q96LD8; inhibition, % at 20 µM; AID 602440; 360,000 tested, 0.64% active; in the data active = inhibition mostly above about 40%, no sharp cut-off; inactive = mostly below about 27%
UBC13 polyUb: blocks human UBC13 polyubiquitin chain formation; 330,000 tested, 0.47% active; inhibition, % at 20 µM; TR-FRET; AID 485273; in the data active = inhibition above about 45%, passing the limit was not always enough
Target sequence (P61088 whole entry, looked up): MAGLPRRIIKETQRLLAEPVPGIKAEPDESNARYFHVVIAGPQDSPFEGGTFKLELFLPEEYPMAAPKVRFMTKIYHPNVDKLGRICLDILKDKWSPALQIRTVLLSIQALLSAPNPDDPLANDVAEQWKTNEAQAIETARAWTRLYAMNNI
PfG6PD inh: PfG6PD (Plasmodium falciparum) enzyme inhibition | PfGluPho enzyme, NADPH resazurin-diaphorase fluorescence | inhibition, % at 20 µM | 350,000 tested, 0.78% active;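 active = inhibition reaching at least a set limit at 20 µM in the primary screen, cut at about 59% in these data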;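 also: 0% = DMSO wells with substrate and 100% = DMSO wells lacking glucose-6-phosphate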
SENP6 block: inhibitors of human SENP6 protease. Q9GZR1. Recombinant SENP6 catalytic domain, aminoluciferin luminescence. inhibition, % at 10 µM. 330,000 tested, 1.8% active. AID 2599;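 active = inhibition above about 50% at the single tested dose, limit read from the data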;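 also: plate controls were DMSO wells with enzyme for no effect and DMSO wells lacking enzyme for full effect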
Target sequence (Q9GZR1 628-1112 limits assumed): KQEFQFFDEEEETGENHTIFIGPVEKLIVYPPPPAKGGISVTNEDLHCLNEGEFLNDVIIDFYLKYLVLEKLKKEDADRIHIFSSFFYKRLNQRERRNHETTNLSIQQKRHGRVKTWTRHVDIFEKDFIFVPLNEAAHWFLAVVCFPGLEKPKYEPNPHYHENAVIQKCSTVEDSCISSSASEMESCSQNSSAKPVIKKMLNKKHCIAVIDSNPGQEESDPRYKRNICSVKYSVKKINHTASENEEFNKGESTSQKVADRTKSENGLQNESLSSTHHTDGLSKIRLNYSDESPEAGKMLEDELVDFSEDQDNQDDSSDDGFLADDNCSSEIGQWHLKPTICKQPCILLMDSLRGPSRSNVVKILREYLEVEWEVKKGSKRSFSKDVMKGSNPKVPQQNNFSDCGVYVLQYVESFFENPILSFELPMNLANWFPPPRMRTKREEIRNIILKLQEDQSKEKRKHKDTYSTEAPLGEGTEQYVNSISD
SENP1 inh: blocks the human SENP1 SUMO protease catalytic domain. Q9P0U3. recombinant SENP1 catalytic domain, CyPet-SUMO1-YPet FRET cleavage. inhibition, % at 10 µM. 360,000 tested, 0.21% active;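 active = inhibition at least 30% at 10 µM, raw YFP signal under a set limit, fluorescence ratio 0.5 to 1.5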;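 also: 0% = enzyme with DMSO and 100% = no enzyme wells; some results filed as inactive read as strong as hits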
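Material – human SENP1 catalytic domain · Input – SENP1 enzyme, 20 pM final · Compound dosing – single concentration of 10 µM compound, 0.5% DMSO final · Timing – enzyme reaction for 50 min at room temperature, dark · Measured by – FRET fluorescence in CFP and YFP emission channels · Control set – no-enzyme wells low, DMSO-plus-enzyme wells high control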
beta cell repl: inducers of beta-cell replication in MIN6 cells; MIN6 cells proliferation, ATPlite luminescence, 48 h; cells starved in 0.2% serum; 100% = growth in 10% serum; proliferation, % at 10 µM; 330,000 tested, 0.29% active; AID 2380;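 active = compounds whose signal lies at least 3.5 SD above the mean of all wells on their plate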;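 also: 0% = DMSO-treated cells in low-serum medium and 100% = 10% serum control; some compounds called inactive have numbers as strong as hits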
SENP7 block: SENP7 protease inhibition; 330,000 tested, 1.5% active; recombinant SENP7, Z-RLRGG-aminoluciferin luminescence, 40 min; inhibition, % at 5 µM;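 active = inhibition above about 50% at the single test dose, limit read from the data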;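 also: plate controls were DMSO with enzyme for no effect and no enzyme buffer wells for full effect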
Target sequence (Q9BQF6 706-1050 limits assumed): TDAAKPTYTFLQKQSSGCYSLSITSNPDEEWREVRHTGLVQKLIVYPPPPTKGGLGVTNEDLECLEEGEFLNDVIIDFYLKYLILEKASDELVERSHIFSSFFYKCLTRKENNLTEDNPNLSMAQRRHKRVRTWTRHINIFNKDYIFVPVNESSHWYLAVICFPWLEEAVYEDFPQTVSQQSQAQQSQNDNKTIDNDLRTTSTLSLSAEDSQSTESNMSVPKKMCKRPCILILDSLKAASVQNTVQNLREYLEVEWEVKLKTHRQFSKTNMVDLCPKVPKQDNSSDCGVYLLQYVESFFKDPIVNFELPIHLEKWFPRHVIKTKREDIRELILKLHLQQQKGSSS
HKDC1 inhibitor: HKDC1 (human) hexokinase inhibition. Q2TB90. recombinant HKDC1, G6PDH/diaphorase resazurin coupled fluorescence. inhibition, % at 20 µM. 340,000 tested, 0.16% active. AID 493160;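 active = inhibition above about 35% when tested at 20 µM, limit read from the data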;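 also: plate controls were DMSO wells with enzyme for no effect and DMSO wells lacking enzyme for full effect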
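Incubation: 90 min at room temperature in dark / Material: recombinant HKDC1 (HK5) hexokinase enzyme, produced in-house / Quantity: enzyme 5 µg/mL final / Compound: one dose of 20 µM, 1% DMSO / Reagent: glucose and ATP substrates / Buffer or medium: Tris pH 8.0 buffer with MgCl2, Tween-20, BSA, BME / Technique: resorufin fluorescence at 613 nm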
SENP8 block-2: SENP8 protease inhibition | inhibition, % at 10 µM | AID 2540 | 330,000 tested, 1.2% active | Q96LD8 | purified SENP8, Z-RLRGG-aminoluciferin cleavage, luminescence; in the data active = inhibition above about 50%
The depositor's hits bear a star.

Results for OCC1(O)OC[C@@H](O)[C@H]1O (stereo partly drawn) ?
SENP8 block-1: 20; UBC13 polyUb: -4; PfG6PD inh: -5; SENP6 block: -10; SENP1 inh: 3; beta cell repl: 7; SENP7 block: -5; HKDC1 inhibitor: 1; SENP8 block-2: 0

How did O=C(c1nc2ccccn2c1CN1CCCC(O)C1)N1CCN(C2CCCCC2)CC1 (stereo not drawn) do in these assays?
SENP8 block-1: -115; UBC13 polyUb: 5; PfG6PD inh: -9; SENP6 block: -7; SENP1 inh: -61; beta cell repl: 1; SENP7 block: -7; HKDC1 inhibitor: -5; SENP8 block-2: -3

Results for CCCCCC(=O)Nc1cc2[nH]c(=O)cc(COC)c2cc1C ?
SENP8 block-1: -159; UBC13 polyUb: 16; PfG6PD inh: -3; SENP6 block: 11; SENP1 inh: -52; beta cell repl: 0; SENP7 block: -11; HKDC1 inhibitor: 0; SENP8 block-2: -2

Results for CC(C)[C@H](NC(=O)c1ccc([N+](=O)[O-])cc1Cl)C(=O)N1CCN(C/C=C/c2ccccc2)CC1 ?
SENP8 block-1: 17; UBC13 polyUb: 10; PfG6PD inh: 10; SENP6 block: 4; SENP1 inh: -2; beta cell repl: -6; SENP7 block: -12; HKDC1 inhibitor: -2; SENP8 block-2: 3

How did CCCCN(CCCC)CC(O)COc1ccc(Br)cc1 (stereo not drawn) do in these assays?
SENP8 block-1: 24; UBC13 polyUb: 9; PfG6PD inh: -3; SENP6 block: -10; SENP1 inh: 0; beta cell repl: 2; SENP7 block: -4; HKDC1 inhibitor: -4; SENP8 block-2: -4

How did C=CCOC(=O)C1C(=O)CC(C)(O)C(C(=O)OCC=C)C1c1ccc(OCC)cc1 (stereo not drawn) do in these assays?
SENP8 block-1: 38; UBC13 polyUb: -1; PfG6PD inh: -3; SENP6 block: -8; SENP1 inh: 4; beta cell repl: 1; SENP7 block: 8; HKDC1 inhibitor: -4; SENP8 block-2: -16

What do the screens show for `NNC(=O)c1ccc(COc2ccccc2)cc1`?
SENP8 block-1: 4; UBC13 polyUb: -5; PfG6PD inh: 24; SENP6 block: -1; SENP1 inh: 1; beta cell repl: 0; SENP7 block: 7; HKDC1 inhibitor: -8; SENP8 block-2: 1

What do the screens show for `c1ccc(-c2nc(C3CCCCC3)no2)cc1`?
SENP8 block-1: 13; UBC13 polyUb: 5; PfG6PD inh: -10; SENP6 block: 59*; SENP1 inh: 0; beta cell repl: 1; SENP7 block: 34; HKDC1 inhibitor: 4; SENP8 block-2: 12

How did Clc1cccc(Cl)c1Cn1c(-c2cccnc2Cl)nc2ccccc21 do in these assays?
SENP8 block-1: 1; UBC13 polyUb: 2; PfG6PD inh: -5; SENP6 block: -21; SENP1 inh: 3; beta cell repl: -2; SENP7 block: -6; HKDC1 inhibitor: -1; SENP8 block-2: -10

How did O=CNCCCc1nc2ccccc2n1Cc1cccc2ccccc12 do in these assays?
SENP8 block-1: 13; UBC13 polyUb: 12; PfG6PD inh: 24; SENP6 block: -11; SENP1 inh: 2; beta cell repl: -1; SENP7 block: -6; HKDC1 inhibitor: -5; SENP8 block-2: -3

Results for Cc1ccc(C(=O)NC(=S)Nc2nc(-c3cccc([N+](=O)[O-])c3)cs2)c(Cl)c1 ?
SENP8 block-1: 17; UBC13 polyUb: 13; PfG6PD inh: -19; SENP6 block: 1; SENP1 inh: 3; beta cell repl: -5; SENP7 block: 9; HKDC1 inhibitor: -3; SENP8 block-2: 2

How did O=C(Nc1ccc(Br)cc1Cl)c1ccc(OCC2CCCO2)cc1 (stereo not drawn) do in these assays?
SENP8 block-1: 18; UBC13 polyUb: 15; PfG6PD inh: -10; SENP6 block: -33; SENP1 inh: 1; beta cell repl: 1; SENP7 block: -9; HKDC1 inhibitor: 4; SENP8 block-2: 0

Results for COc1ccc(NC(=O)COC(=O)C2CC2)cc1S(=O)(=O)N1CCCCC1 ?
SENP8 block-1: 1; UBC13 polyUb: 4; PfG6PD inh: -9; SENP6 block: -9; SENP1 inh: 2; beta cell repl: 2; SENP7 block: -4; HKDC1 inhibitor: -3; SENP8 block-2: 1

How did Cc1cccc(OC(=O)CCN2C(=O)C3C4C=CC(C5CC45)C3C2=O)c1C (stereo not drawn) do in these assays?
SENP8 block-1: -4; UBC13 polyUb: 7; PfG6PD inh: 6; SENP6 block: -9; SENP1 inh: 1; beta cell repl: 1; SENP7 block: -3; HKDC1 inhibitor: -9; SENP8 block-2: 4

What do the screens show for `Cc1cc(C)n(CCc2nc(-c3ccc(C(C)(C)C)cc3)cs2)n1`?
SENP8 block-1: 5; UBC13 polyUb: 0; PfG6PD inh: 8; SENP6 block: 1; SENP1 inh: -2; beta cell repl: 0; SENP7 block: 0; HKDC1 inhibitor: 12; SENP8 block-2: 5

What do the screens show for `Cc1oc2c(c1C(=O)NCc1cc(C(=O)O)co1)CCCC2`?
SENP8 block-1: 8; UBC13 polyUb: -8; PfG6PD inh: -14; SENP6 block: -23; SENP1 inh: -2; beta cell repl: -1; SENP7 block: -4; HKDC1 inhibitor: -2; SENP8 block-2: -13

What do the screens show for `Cc1ccc(Cl)cc1N(CC(=O)NC1CCCC1)C(=O)c1csnn1`?
SENP8 block-1: 5; UBC13 polyUb: 6; PfG6PD inh: 4; SENP6 block: 14; SENP1 inh: 1; beta cell repl: -1; SENP7 block: 2; HKDC1 inhibitor: -6; SENP8 block-2: 2

How did O=C(c1ccccc1)c1cccc(NC(=O)C2CC2)c1 do in these assays?
SENP8 block-1: 19; UBC13 polyUb: -2; PfG6PD inh: 0; SENP6 block: -11; SENP1 inh: 3; beta cell repl: -1; SENP7 block: 4; HKDC1 inhibitor: 0; SENP8 block-2: -8

What do the screens show for `Cc1ccc(S(=O)(=O)N2CCN(C(=O)CSc3nc4ccccc4c(=O)[nH]3)CC2)cc1`?
SENP8 block-1: 3; UBC13 polyUb: 11; PfG6PD inh: -16; SENP6 block: 2; SENP1 inh: -5; beta cell repl: -1; SENP7 block: -3; HKDC1 inhibitor: 0; SENP8 block-2: 3

Results for CNc1ncnc(NC)c1[N+](=O)[O-] ?
SENP8 block-1: 17; PfG6PD inh: -15; SENP1 inh: 2; HKDC1 inhibitor: -6

How did O=C(CSc1nnc2c(n1)[nH]c1ccc(F)cc12)NC1CC1 do in these assays?
SENP8 block-1: 22; UBC13 polyUb: 0; PfG6PD inh: -4; SENP6 block: -24; SENP1 inh: -2; beta cell repl: -1; SENP7 block: 1; HKDC1 inhibitor: -5; SENP8 block-2: -1

What do the screens show for `Cc1ccc(N2CCN(C(=O)c3cn(CC4CCCCC4)nn3)C(C)C2)cc1` (stereo not drawn)?
SENP8 block-1: 4; UBC13 polyUb: -9; PfG6PD inh: 2; SENP6 block: 43; SENP1 inh: -3; beta cell repl: -5; SENP7 block: 26; HKDC1 inhibitor: 5; SENP8 block-2: 18

How did COc1ccc(CNC(=O)c2ccc(CN3CCOCC3)cc2)cc1 do in these assays?
SENP8 block-1: 6; UBC13 polyUb: 2; PfG6PD inh: 4; SENP6 block: -19; SENP1 inh: 0; beta cell repl: 7; SENP7 block: 4; HKDC1 inhibitor: -1; SENP8 block-2: 3

What do the screens show for `CCCCc1c(C)[nH]c(=S)[nH]c1=O`?
SENP8 block-1: 6; UBC13 polyUb: 38; PfG6PD inh: 0; SENP6 block: -7; SENP1 inh: 2; beta cell repl: 0; SENP7 block: 0; HKDC1 inhibitor: -4; SENP8 block-2: -11

How did CCCn1c(SCC(=O)NC(C)C)nc2sc3c(c2c1=O)CCC3 do in these assays?
SENP8 block-1: 9; UBC13 polyUb: 2; PfG6PD inh: 0; SENP6 block: -12; SENP1 inh: 3; beta cell repl: 0; SENP7 block: 1; HKDC1 inhibitor: -3; SENP8 block-2: 4

What do the screens show for `CCC1CCC(N2CCN(c3ccc(F)cc3)CC2)CC1` (stereo not drawn)?
SENP8 block-1: 9; UBC13 polyUb: 4; PfG6PD inh: 7; SENP6 block: 6; SENP1 inh: 0; beta cell repl: 1; SENP7 block: -2; HKDC1 inhibitor: 2; SENP8 block-2: -2

Results for Cc1ccccc1C(=O)N=c1ccn(-c2nc3ccccc3nc2NS(=O)(=O)c2ccccc2)cc1 ?
SENP8 block-1: -27; UBC13 polyUb: -10; PfG6PD inh: -1; SENP6 block: -7; SENP1 inh: -26; beta cell repl: -1; SENP7 block: 15; HKDC1 inhibitor: -1; SENP8 block-2: -8

Results for COc1ccc(-n2nc(C(=O)NCC(=O)Nc3cc(Cl)c(OC)cc3OC)c3ccccc3c2=O)cc1 ?
SENP8 block-1: -196; UBC13 polyUb: 7; PfG6PD inh: -12; SENP6 block: -34; SENP1 inh: 1; beta cell repl: -2; SENP7 block: 7; HKDC1 inhibitor: 4; SENP8 block-2: -2

How did CC(=O)N1CCc2cc(S(=O)(=O)NCCC(=O)NC3CCN(Cc4ccccc4)CC3)ccc21 do in these assays?
SENP8 block-1: 17; UBC13 polyUb: 8; PfG6PD inh: -6; SENP6 block: 0; SENP1 inh: 0; beta cell repl: 0; SENP7 block: 4; HKDC1 inhibitor: -4; SENP8 block-2: 0

How did CCOC(=O)c1sc(-c2ccc(OC)cc2)cc1N do in these assays?
SENP8 block-1: -369; UBC13 polyUb: 5; PfG6PD inh: 12; SENP6 block: 71*; SENP1 inh: -1; beta cell repl: 0; SENP7 block: 52*; HKDC1 inhibitor: 4; SENP8 block-2: 47

By substructure: the compounds so far with two or more sulfur atoms.
Results for Cc1ccc(C(=O)NC(=S)Nc2nc(-c3cccc([N+](=O)[O-])c3)cs2)c(Cl)c1 ?
SENP8 block-1: 17; UBC13 polyUb: 13; PfG6PD inh: -19; SENP6 block: 1; SENP1 inh: 3; beta cell repl: -5; SENP7 block: 9; HKDC1 inhibitor: -3; SENP8 block-2: 2

What do the screens show for `Cc1ccc(S(=O)(=O)N2CCN(C(=O)CSc3nc4ccccc4c(=O)[nH]3)CC2)cc1`?
SENP8 block-1: 3; UBC13 polyUb: 11; PfG6PD inh: -16; SENP6 block: 2; SENP1 inh: -5; beta cell repl: -1; SENP7 block: -3; HKDC1 inhibitor: 0; SENP8 block-2: 3

How did CCCn1c(SCC(=O)NC(C)C)nc2sc3c(c2c1=O)CCC3 do in these assays?
SENP8 block-1: 9; UBC13 polyUb: 2; PfG6PD inh: 0; SENP6 block: -12; SENP1 inh: 3; beta cell repl: 0; SENP7 block: 1; HKDC1 inhibitor: -3; SENP8 block-2: 4

(cont.)
How did N#Cc1cc(-c2ccccc2)nc(Oc2ccccc2)n1 do in these assays?
SENP8 block-1: 13; UBC13 polyUb: 3; PfG6PD inh: 10; SENP6 block: -6; SENP1 inh: 2; beta cell repl: 5; SENP7 block: 7; HKDC1 inhibitor: -6; SENP8 block-2: -5

What do the screens show for `CC(C)CC(=O)N1CCN(Cc2ccc3c(c2)OCO3)CC1`?
SENP8 block-1: -2; UBC13 polyUb: 7; PfG6PD inh: -11; SENP6 block: -2; SENP1 inh: 0; beta cell repl: 0; SENP7 block: 4; HKDC1 inhibitor: 9; SENP8 block-2: 6

Results for O=S(=O)(c1ccc(-c2ccccc2)cc1)N1CCOCC1 ?
SENP8 block-1: 11; UBC13 polyUb: 4; PfG6PD inh: -1; SENP6 block: 5; SENP1 inh: 3; beta cell repl: 0; SENP7 block: -3; HKDC1 inhibitor: -3; SENP8 block-2: 5

Results for CC1(C)C2CC=C(/C=N/n3cnnc3)C1C2 (stereo not drawn) ?
SENP8 block-1: 13; UBC13 polyUb: 6; PfG6PD inh: -4; SENP6 block: -1; SENP1 inh: 1; beta cell repl: -2; SENP7 block: 3; HKDC1 inhibitor: -1; SENP8 block-2: 0
